# From PubChem
# Jurkat NFkB inh: inhibitors of the PMA/ionomycin-induced NF-kB reporter in Jurkat cells; actives 0.53% (n = 330,000); PMA/ionomycin-induced NF-kB luciferase reporter, luminescence; inhibition, % at 4 µM
# Gli-Sufu antag: antagonists of Gli-Sufu signaling; Sufu-KO-LIGHT fibroblasts, Gli luciferase reporter luminescence; inhibition, % at 5 µM; actives 0.74% (n = 340,000);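 active = inhibition above about 55%, limit read from the data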;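 also: 0% = DMSO-treated cells and 100% = wells with medium but no cells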
# EBI2 antag: antagonists of human EBI2 receptor; inhibition, % at 5 µM; actives 0.81% (n = 360,000); P32249; AID 651636; EBI2 beta-arrestin recruitment, luminescence, 7a,25-OHC stimulated; in the data active = inhibition above about 38%;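 also: enzyme fragment complementation signal reports receptor beta-arrestin coupling in cells; 0% = agonist plus DMSO wells and 100% = wells without agonist; some results beyond the cut were filed as inactive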
# CCR6 antag: blocks CCL20-driven beta-arrestin recruitment at human CCR6; actives 0.49% (n = 340,000); inhibition, % at 20 µM; CHO-K1 CCR6 PathHunter beta-arrestin, luminescence, CCL20-stimulated; P51684;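 active = compounds whose inhibition of the agonist-driven luminescence signal at 20 µM reaches about 50%, limit read from the data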;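 also: cells stimulated with CCL20 at 14 nM final; plate controls were DMSO with CCL20 for no effect and DMSO without agonist for full effect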
# Target sequence (P51684 whole entry, looked up): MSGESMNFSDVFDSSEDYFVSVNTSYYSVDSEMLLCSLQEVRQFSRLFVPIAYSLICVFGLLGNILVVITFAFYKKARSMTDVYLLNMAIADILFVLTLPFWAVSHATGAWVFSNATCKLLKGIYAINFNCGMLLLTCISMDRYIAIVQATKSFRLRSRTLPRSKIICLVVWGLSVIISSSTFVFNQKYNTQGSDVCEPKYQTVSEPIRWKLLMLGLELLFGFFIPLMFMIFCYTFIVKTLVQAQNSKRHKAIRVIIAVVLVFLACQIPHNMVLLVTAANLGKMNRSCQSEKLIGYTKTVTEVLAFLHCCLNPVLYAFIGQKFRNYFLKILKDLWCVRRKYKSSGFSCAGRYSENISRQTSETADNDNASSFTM
# SENP8 inh: inhibitors of human SENP8 protease | inhibition, % at 10 µM | actives 1.2% (n = 330,000) | AID 2540 | purified SENP8, Z-RLRGG-aminoluciferin cleavage, luminescence
# Target sequence (Q96LD8 whole entry, looked up): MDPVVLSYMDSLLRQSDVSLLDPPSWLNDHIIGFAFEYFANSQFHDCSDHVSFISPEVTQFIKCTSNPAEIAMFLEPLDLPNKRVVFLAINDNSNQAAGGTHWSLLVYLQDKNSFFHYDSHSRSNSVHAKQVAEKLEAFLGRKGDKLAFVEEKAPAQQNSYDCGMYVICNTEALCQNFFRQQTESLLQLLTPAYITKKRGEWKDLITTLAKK
# UBC13 polyUb: blocks human UBC13 polyubiquitin chain formation; P61088; TR-FRET; inhibition, % at 20 µM; actives 0.47% (n = 330,000); AID 485273; in the data active = inhibition above about 45%, passing the limit was not always enough
# Target sequence (P61088 whole entry, looked up): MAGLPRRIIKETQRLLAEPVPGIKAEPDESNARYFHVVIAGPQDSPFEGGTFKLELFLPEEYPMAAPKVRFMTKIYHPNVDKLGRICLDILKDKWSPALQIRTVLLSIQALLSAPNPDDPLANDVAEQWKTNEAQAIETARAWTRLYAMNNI
# 697 NFkB inh: inhibitors of the PMA/ionomycin-induced NF-kB reporter in 697 B cells | 697 B-cell NF-kB luciferase reporter, 16 h | inhibition, % at 4 µM | actives 0.33% (n = 330,000); in the data active = inhibition above about 35%
# Apaf1 inhib: blocks human Apaf-1 apoptosome activity; O14727; reconstituted apoptosome caspase-3 activity, DEVD-Rh110 fluorescence; inhibition, % at 20 µM; actives 0.71% (n = 330,000); AID 489030; active = inhibition of at least 40% at 20 µM;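 also: plate controls were DMSO wells for no effect and DEVD-CHO caspase inhibitor wells for full effect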
#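 Material: reconstituted apoptosome with Apaf-1, cytochrome c, caspase-9, procaspase-3, dATP / Buffer or medium: pH 7.5 Hepes buffer with CHAPS, BSA, DTT / Also added: cytochrome c with DEVD-Rh110 / Schedule: compound with Apaf-1, dATP, procaspase-3 30 min, then 50 min reaction, room temperature / Technique: rhodamine 110 fluorescence at Ex 480/Em 540 nm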
# Active calls of the source: *; . = no result given. Rule as the data show it, unless noted: active = inhibition above about 50%; inactive = the rest.
SMILES,Jurkat NFkB inh,Gli-Sufu antag,EBI2 antag,CCR6 antag,SENP8 inh,UBC13 polyUb,697 NFkB inh,Apaf1 inhib
O=C(NC1CCCc2ccccc21)c1ccc(Br)cc1 (stereo not drawn),26.5,-6.8,-5.0,18.9,-11.2,5.0,5.7,4.0
COc1ccc(C(=O)N2CCNC(=O)C2CC(=O)Nc2ccc(C)cc2)cc1 (stereo not drawn),2.4,-16.4,3.9,7.9,-1.7,15.4,6.3,-8.1
COc1cccc2c(Cl)c(CCCl)c(C)nc12,-5.0,-8.0,5.7,-4.0,-9.9,-5.0,-19.1,4.5
O=C(Cn1c(=O)oc2ccccc21)NC(=O)NCc1ccccc1,13.1,-3.5,-5.9,-2.2,4.4,-1.3,14.3,3.6
COc1ccccc1NC(=O)c1ccc(COc2ccccc2OC)cc1,8.1,10.1,4.3,2.4,-8.8,5.0,0.6,-4.2
O=C(Nc1ccc(C(=O)N2CCCCC2)cc1)Nc1cccc(Cl)c1,-48.2,-14.2,-4.2,13.0,26.8,10.2,-62.7,5.6
CC1CC(C)CN(C(=O)c2cc(-c3ccccn3)nc3ccccc23)C1 (stereo not drawn),-13.9,6.9,3.8,-2.2,1.9,2.1,19.1,9.6
Cc1ccc(-c2nc(SCC(N)=O)c(C#N)c3c2CCCC3)cc1,0.8,7.9,9.5,17.5,-1.3,9.9,17.8,3.9
Cc1cc2oc(=O)cc(-c3ccccc3)c2c(C)c1-c1ccc(O)cc1,.,2.3,29.8,39.6,.,.,19.1,10.8
COc1ccc(N2CCN(C(=O)CNC(=O)c3nn(-c4ccc(OC)cc4)c(=O)c4ccccc34)CC2)cc1,8.3,33.5,4.2,7.9,3.8,1.9,13.9,29.8
COc1cccc(C(=O)Nc2nnc(SCC(=O)NC3CCCC3)s2)c1,5.2,-22.6,-16.2,17.9,-7.2,-12.2,-44.0,2.0
CC(=O)Oc1ccc2occ(/C=N/c3cc(=O)[nH]c(=S)[nH]3)c(=O)c2c1,-6.4,-13.2,4.8,2.2,6.5,3.3,-24.0,-12.4
COc1cc(/C=N/n2c(C)n[nH]c2=S)ccc1OCc1ccccc1,-56.1,-3.3,-20.8,-2.5,-11.2,-13.9,-122.6,10.0
C[C@]1(C2CCCC2)Cc2cc(OCC(=O)O)c(Cl)c(Cl)c2C1=O,-10.9,-12.0,9.3,12.2,7.4,-10.0,11.1,0.7
Cc1cc(C)cc(OCC(=O)Nc2ccccc2C(=O)NCc2ccco2)c1,-9.0,0.9,1.8,6.1,6.9,-3.2,-13.9,4.6
COc1ccccc1NC(=O)c1csc(-n2nc(C)cc2C(F)(F)F)n1,-5.9,5.2,5.0,-1.8,-0.5,9.8,19.4,0.2
CC(C)NC(=O)c1cc(-c2ccc(Br)cc2)on1,-106.7,-75.3,-1.3,12.3,-5.1,13.1,-118.2,-19.9
O=C(N/N=C/c1ccc(O)cc1O)c1ccc(NC(=O)C2CCCCC2)cc1,31.1,5.9,2.4,14.3,-4.5,-6.3,-37.4,-7.6
COc1cc(C(=O)N2CCN(C(=O)COc3ccc4ccccc4c3)CC2)cc(OC)c1OC,1.3,1.8,70.6*,2.9,3.6,0.0,7.5,-3.0
CCc1nn(CC(=O)N2CCN(C)CC2)c(=O)c2cccn12,-10.1,-1.2,0.1,7.7,0.5,-3.0,8.2,2.0
Nc1ccc2c(c1)C(=O)N(CCCC(=O)O)C2=O,13.6,-3.5,-22.5,-3.0,-0.4,6.1,17.3,-4.3
Cc1ccc(/C=N/NC(=O)CSc2nnc(-c3ccc(Cl)cc3)n2-c2ccccc2)o1,-13.3,7.7,-52.0,-68.2,-8.1,-8.4,-4.6,25.0
CCOC(=O)N1CCN(C(=O)/C=C/c2cccc([N+](=O)[O-])c2)CC1,2.4,5.4,48.4*,7.6,7.2,0.0,21.0,-3.3
CCC(C)(CC(=O)O)CC(=O)Nc1cc(C(F)(F)F)cc(C(F)(F)F)c1 (stereo not drawn),0.6,-2.0,-0.9,4.4,-3.4,-7.3,-23.0,5.0
Cc1cc(C)c2c(n1)sc1c(=O)n(Cc3ccc(F)cc3)cnc12,-3.6,4.1,2.2,21.0,-9.6,4.6,1.1,1.3

# Six entries out of the list, arranged by heavy-atom count, lowest first:
SMILES,Jurkat NFkB inh,Gli-Sufu antag,EBI2 antag,CCR6 antag,SENP8 inh,UBC13 polyUb,697 NFkB inh,Apaf1 inhib
O=C(NC1CCCc2ccccc21)c1ccc(Br)cc1 (stereo not drawn),26.5,-6.8,-5.0,18.9,-11.2,5.0,5.7,4.0
Cc1ccc(-c2nc(SCC(N)=O)c(C#N)c3c2CCCC3)cc1,0.8,7.9,9.5,17.5,-1.3,9.9,17.8,3.9
CC1CC(C)CN(C(=O)c2cc(-c3ccccn3)nc3ccccc23)C1 (stereo not drawn),-13.9,6.9,3.8,-2.2,1.9,2.1,19.1,9.6
COc1ccccc1NC(=O)c1ccc(COc2ccccc2OC)cc1,8.1,10.1,4.3,2.4,-8.8,5.0,0.6,-4.2
Cc1cc(C)cc(OCC(=O)Nc2ccccc2C(=O)NCc2ccco2)c1,-9.0,0.9,1.8,6.1,6.9,-3.2,-13.9,4.6
Cc1ccc(/C=N/NC(=O)CSc2nnc(-c3ccc(Cl)cc3)n2-c2ccccc2)o1,-13.3,7.7,-52.0,-68.2,-8.1,-8.4,-4.6,25.0

# (list continues)
SMILES,Jurkat NFkB inh,Gli-Sufu antag,EBI2 antag,CCR6 antag,SENP8 inh,UBC13 polyUb,697 NFkB inh,Apaf1 inhib
O=C1c2ccccc2S(=O)(=O)c2cc(N3CCN(c4ccccc4)CC3)ccc21,-7.4,-14.1,.,3.9,-0.1,-24.7,-15.8,13.5
O=C1c2ccccc2NC(c2ccc(Cl)cc2Cl)N1O (stereo not drawn),24.9,3.5,7.5,12.8,-4.3,5.4,7.1,11.0
Cc1ccc(/C=C/C(=O)OC(C)C(=O)Nc2ncc(Cl)cc2Cl)o1 (stereo not drawn),11.3,-14.6,-6.4,0.7,-2.2,-4.2,-6.9,1.8
CC1(C)CC(=O)C=C(N=CC2=C(O)CC(C)(C)CC2=O)C1,5.3,31.5,2.7,-19.5,-6.5,4.4,1.9,-10.9
CN(Cc1ccc(F)cc1)Cc1nc(-c2ccccc2)no1,11.1,-34.4,-0.2,14.2,12.9,2.6,13.8,2.2
CC(C)N(Cc1ccccc1)C(=O)COC(=O)c1ccccc1SCC(=O)N1CCCC1,10.5,1.9,-15.6,2.3,-0.8,2.2,7.9,1.6
CC(Sc1nnc(COc2ccc(Cl)cc2)n1-c1ccccc1)C(=O)O (stereo not drawn),9.5,-7.2,-13.1,0.6,5.0,-5.4,2.2,-4.0
CCN(CC)c1ccc(C(=O)O)cc1,-5.4,-12.4,-3.4,18.3,-7.2,-7.2,-9.4,-1.4
O=C(COc1ccccc1)Nc1ccc(-c2nnc(-c3ccco3)o2)cc1,-62.3,-18.6,10.4,-18.2,-16.4,0.5,-83.8,6.4
COc1cc(C=O)ccc1OC(=O)c1ccc(C(C)C)cc1,-4.5,-1.1,6.3,-3.7,-1.0,-14.8,-12.4,10.4
COc1ccc(S(=O)(=O)N2CCC(C(=O)NCc3cccnc3)CC2)cc1C,-14.2,14.8,-5.3,11.6,-10.1,-3.6,-1.5,4.6
CCCCNC(=O)C1CCCN1C(=O)Nc1cccc(OC)c1 (stereo not drawn),-9.2,3.6,1.2,3.6,-0.9,2.6,-9.8,0.2
COc1ccc(Sc2cc(C(F)(F)F)nc(-c3ccccn3)n2)cc1,-3.7,3.5,-2.6,11.8,-10.7,-2.4,-16.8,14.1
C=CCn1c(SCC(=O)N(CC)C2CCS(=O)(=O)C2)nc2sc3c(c2c1=O)CCC3 (stereo not drawn),4.6,0.2,-2.6,13.2,2.3,7.4,9.5,-3.4
Cc1cccc(COC(=O)CCCNC(=O)c2ccc(Cl)cc2)c1,-4.9,-5.7,1.1,-2.4,-7.8,7.2,16.9,3.1
Cc1cc(C)c(C)c(S(=O)(=O)N2CCN(c3ncnc4sc(C)c(C)c34)CC2)c1C,10.4,14.6,10.1,1.2,-3.9,-1.7,-49.9,17.8
O=C(NCCNc1nccc(C(F)(F)F)n1)c1cccc(C(F)(F)F)c1,-12.4,2.5,-9.6,7.9,5.8,1.4,-0.9,5.8
CCCn1c(SCC(=O)Nc2cccc(S(=O)(=O)NC3=NCCCCC3)c2)nc2ccccc2c1=O,8.2,33.5,11.1,14.8,5.1,1.5,9.3,5.5
CCCC(C(=O)Nc1ccc2c(C)cc(=O)oc2c1)c1ccccc1 (stereo not drawn),34.8,6.7,19.6,3.6,4.9,9.3,-9.3,2.5
O=C(O)C1CCC(=O)N1C1CCCC1 (stereo not drawn),18.5,-0.9,-3.7,2.9,-1.1,1.3,-6.0,-4.7
O=C(NNS(=O)(=O)c1ccc(C(F)(F)F)cc1)c1cnn(-c2ccccc2)c1C(F)(F)F,15.6,7.7,3.7,0.1,-3.7,-3.3,0.7,-5.0
Cc1nn(C)c(C)c1/C=N/NC(=O)c1csc2ccccc12,-22.0,-19.6,.,1.3,-8.1,1.7,-36.5,-4.3
COc1cc(/C=C2\C=CC(=O)O2)cc(OC)c1,7.1,19.3,-1.1,-4.5,-1.1,-0.7,-4.9,7.0
Cc1cc(C[n+]2ncsc2N)c2ncccc2c1,-4.1,1.9,5.6,-0.8,1.7,-0.9,8.9,-21.8
COc1cc(C(NC(C)=O)NC(C)=O)ccc1OCc1ccccc1,-2.2,2.0,-9.0,-5.3,-4.0,8.7,18.6,-0.1
# Going on with the list.
SMILES,Jurkat NFkB inh,Gli-Sufu antag,EBI2 antag,CCR6 antag,SENP8 inh,UBC13 polyUb,697 NFkB inh,Apaf1 inhib
CSc1nc(N2CCN(c3ccccc3Cl)CC2)c2ccccc2n1,9.0,13.4,-33.7,17.6,2.5,23.5,11.5,6.6
CCNC(=O)CC1C(=O)N(c2cccc(C)c2)C(=O)N1CCC(C)C (stereo not drawn),-2.2,1.8,1.1,6.7,-16.0,-4.8,1.4,2.0
CC(=S)c1c(C)cc2cc(C)ccn12,-8.5,8.4,0.1,21.0,-9.2,-58.4,-5.3,9.7
C=CCn1c(=O)c(C(=O)NC2CC2)c(O)c2cc(OC)c(OC)cc21,0.9,-24.6,-25.8,-0.1,0.7,5.0,3.5,-0.7
O=C(Cn1ccc(NC(=O)OCc2ccccc2)nc1=O)NCc1ccc2c(c1)OCO2,-11.2,-3.8,4.1,11.9,1.9,-15.6,-15.0,-6.7
O=C1Nc2cc(C(=O)NCCN3CCCCCC3)ccc2S/C1=C\c1ccccc1,-0.2,2.7,-1.1,7.2,5.6,36.4,-8.3,23.1
COc1ccc(CCNCc2cc(C)n(-c3ccc(OC)cc3)c2C)cc1,1.3,3.5,-2.7,14.4,-10.5,19.2,-36.8,7.7
O=C(NC1CCCN(Cc2ccccc2F)C1)c1cccs1 (stereo not drawn),-10.0,4.2,-2.8,10.7,-7.6,-1.0,-5.9,-1.1
O=C(NCC1CCCO1)NC1CCCCC1 (stereo not drawn),4.9,0.5,2.3,-5.4,-7.0,-2.4,-14.0,-2.5
O=C(c1ccc(CS(=O)Cc2ccccc2Cl)o1)N1CCN(C2CCCCC2)CC1 (stereo not drawn),0.8,18.9,-3.5,4.0,-8.4,0.5,-4.7,-9.5
CCOC(=O)CSC1=C(C#N)C(c2ccco2)C(C(=O)Nc2cccc(C(F)(F)F)c2)=C(C)N1 (stereo not drawn),-4.9,-5.3,-11.5,3.5,2.5,5.2,-9.6,-16.6
Cc1cc(NC(=O)COC(=O)CNS(=O)(=O)c2c(F)cc(F)cc2Br)no1,0.8,5.2,-1.5,5.1,-6.6,0.4,4.4,-3.5
CCCCNS(=O)(=O)NC(=O)C1=C(N2CCCC2)COC1=O,0.3,27.9,6.3,-0.1,-4.5,3.2,-3.6,0.7
CCN1CCN(c2c(Cl)cccc2NC(=O)c2ccc(Br)o2)CC1,10.6,25.3,14.8,10.7,3.2,9.0,1.6,-2.6
NC(=O)c1ccc(NC(=O)COC(=O)C2(c3ccccc3F)CCCC2)cc1,2.5,15.2,2.1,-4.8,-13.7,-4.8,14.2,12.8
O=C(CSc1ccsc1[N+](=O)[O-])N1CCN(c2ccccn2)CC1,-0.5,-12.7,-19.2,10.5,-2.2,-6.4,-2.3,-16.2

# A portion of the library, so the mix of outcomes need not match the whole.
